# MsrA inhibitor: bovine MsrA enzyme inhibitors, primary screen, biochemical, absorbance, HTS | Methionine sulfoxide reductase A (Bos taurus) | purified bovine MsrA, absorbance read-out | inhibition, % at 15.5 µM | 360,000 compounds, 0.75% hits; in the data active = inhibition above about 4.5%;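 note: 0% = vehicle wells with enzyme and 100% = reference inhibitor wells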
# SUMO1-SIM PPI: modulators of SUMO1 protein-protein interactions, primary screen, biochemical, uHTS; Small ubiquitin-related modifier 1 (Homo sapiens), P63165; SUMO1 binding to a labelled peptide, TR-FRET, 1 h; inhibition, % at 20 µM; 360,000 compounds, 0.33% hits; AID 602429, 2012; in the data active = inhibition above about 37%
# Target sequence (P63165 whole entry, looked up): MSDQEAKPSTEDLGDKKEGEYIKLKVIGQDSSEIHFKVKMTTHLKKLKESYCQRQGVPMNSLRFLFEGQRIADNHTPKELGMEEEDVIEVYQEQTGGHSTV
# CendR NRP1 mod: modulators of CendR peptide binding to NRP-1, primary screen, biochemical, fluorescence polarization, uHTS | Neuropilin-1 (Homo sapiens), O14786 | FAM-RPARPAR peptide binding to NRP-1 | inhibition, % at 25 µM | 360,000 compounds, 0.85% hits;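 active = inhibition or corrected inhibition above about 18%, plus a signal ratio from 0.5 to 1.5, limit read from the data, passing the limit was not always enough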; note: strong numbers were not always called active
# LMPTP block: LMPTP phosphatase inhibitors, primary screen, biochemical, fluorescence intensity, uHTS; recombinant LMPTP-A, OMFP fluorogenic substrate; inhibition, % at 20 µM; 360,000 compounds, 0.22% hits; AID 651560, 2012;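 active = compounds that cut the enzyme signal by at least half of the control window in the single-dose screen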;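 note: plate controls were DMSO wells with enzyme plus substrate for no effect and substrate without enzyme for full effect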
# Target sequence (P24666 whole entry, looked up): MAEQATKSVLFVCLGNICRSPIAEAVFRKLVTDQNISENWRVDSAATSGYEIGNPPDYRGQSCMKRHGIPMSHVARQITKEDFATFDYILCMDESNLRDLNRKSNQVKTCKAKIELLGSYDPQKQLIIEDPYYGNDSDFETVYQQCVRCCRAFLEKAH
#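 Test system: LMPTP-A phosphatase enzyme. Amount: LMPTP-A at 0.625 nM final in the reaction. Reagent: OMFP substrate, 400 µM final. Times: 50 min at room temperature. Signal: endpoint fluorescence intensity from OMFP dephosphorylation. Read-out basis: % inhibition. Benchmarks: no-enzyme and uninhibited controls.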
# DNMT1 inh: human DNMT1 methyltransferase inhibitors, primary screen, biochemical, molecular beacon, fluorescence, HinP1I cleavage, uHTS | inhibition (reported as % activation of signal), % at 10 µM | 360,000 compounds, 0.83% hits; in the data active = inhibition above about 50%
# STEP inh: STEP phosphatase inhibitors, primary screen, biochemical, fluorescence intensity, uHTS | Tyrosine-protein phosphatase non-receptor type 5 (Homo sapiens), P54829 | recombinant STEP, OMFP fluorogenic substrate | inhibition, % at 20 µM | 360,000 compounds, 0.25% hits;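 active = inhibition at 20 µM, scaled per plate between control wells, above about 37%, limit read from the data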;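 note: 0% = DMSO with enzyme and substrate and 100% = substrate only without enzyme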
# Target sequence (P54829 whole entry, looked up): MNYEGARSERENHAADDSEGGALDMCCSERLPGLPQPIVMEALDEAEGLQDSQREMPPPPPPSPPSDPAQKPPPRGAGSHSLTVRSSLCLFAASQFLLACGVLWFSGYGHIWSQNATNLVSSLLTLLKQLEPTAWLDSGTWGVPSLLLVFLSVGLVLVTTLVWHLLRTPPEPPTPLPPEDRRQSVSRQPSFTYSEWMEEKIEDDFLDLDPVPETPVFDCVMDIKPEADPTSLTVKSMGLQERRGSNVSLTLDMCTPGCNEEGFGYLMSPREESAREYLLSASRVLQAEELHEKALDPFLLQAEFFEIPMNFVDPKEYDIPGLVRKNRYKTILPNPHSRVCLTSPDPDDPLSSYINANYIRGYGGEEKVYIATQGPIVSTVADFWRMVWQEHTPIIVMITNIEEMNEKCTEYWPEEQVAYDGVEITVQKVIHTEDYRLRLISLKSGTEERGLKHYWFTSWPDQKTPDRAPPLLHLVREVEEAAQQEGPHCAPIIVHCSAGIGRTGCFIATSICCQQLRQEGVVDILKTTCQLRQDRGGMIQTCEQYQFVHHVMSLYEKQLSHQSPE
#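 Material: STEP (striatal-enriched tyrosine phosphatase) enzyme, cell-free; Compound dosing: 20 µM single dose in 1% DMSO; Technique: fluorescence read at 480 nm ex / 540 nm em; Times: reaction 20 min, ambient temperature; Medium: 50 mM Bis-Tris pH 6.0 with 2.5 mM DTT and 0.005% Tween 20; Also added: OMFP at 25 µM.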
# Scp1 inh: Scp-1 phosphatase inhibitors, primary screen, biochemical, colorimetric, uHTS. Recombinant Scp1, phosphopeptide, malachite green phosphate absorbance. 340,000 compounds, 0.88% hits. AID 493091, 2011. inhibition, % at 20 µM. Carboxy-terminal domain RNA polymerase II polypeptide A small phosphatase 1 (Homo …;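 active = inhibition above about 50% at 20 µM, limit read from the data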;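 note: plate controls were DMSO wells with enzyme for no effect and wells lacking enzyme for full effect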
# Target sequence (Q9GZU7 76-261 limits assumed): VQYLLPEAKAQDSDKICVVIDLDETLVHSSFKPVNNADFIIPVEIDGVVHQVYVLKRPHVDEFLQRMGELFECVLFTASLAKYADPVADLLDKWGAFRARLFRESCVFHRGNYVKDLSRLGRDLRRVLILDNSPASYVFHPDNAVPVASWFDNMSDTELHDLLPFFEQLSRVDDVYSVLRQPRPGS
#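 System: SCP-1 catalytic domain; Reagent: Phospho 17-mer peptide substrate; Doses: one concentration, 20 µM, with 1.0% DMSO; Incubation: 45 min room-temperature reaction, 5 min colour, 30 min stabiliser; Signal: Phosphate-binding colour reagent, absorbance read at 630 nm.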
# TbMetRS inhib: T. brucei MetRS inhibitors, primary screen, biochemical, luminescence; methionyl-tRNA synthetase (Trypanosoma brucei brucei); purified T. brucei MetRS, ATP depletion, Kinase-Glo luminescence; inhibition, % at 11.9 µM; 360,000 compounds, 0.4% hits;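 active = inhibition above a per-plate cutoff of the control wells' mean inhibition plus 3 SD, cut at about 5.5% in these data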;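 note: 0% = DMSO wells median and 100% = median of wells with control inhibitor compound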
#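 System: purified T. brucei MetRS enzyme / Detection: Kinase-Glo luciferase luminescence reporting remaining unconsumed ATP / Medium: HEPES buffer with MgCl2, KCl, DTT, spermine, BSA, pyrophosphatase / Replication: singlicate, one well per compound / Evaluation: percent inhibition relative to median high and low control wells / Schedule: 2 h aminoacylation at 25 °C after 15 min preincubation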
# E coli Lon inh: inhibitors of E. coli Lon protease, primary screen, biochemical, fluorescence polarization; AID 602123, 2011; 360,000 compounds, 0.42% hits; inhibition, % at 7.94 µM; purified E. coli Lon protease; in the data active = inhibition above about 13%, passing the limit was not always enough;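 note: 0% = enzyme with probe and DMSO and 100% = no enzyme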
# MsrA act: bovine MsrA enzyme activators, primary screen, biochemical, absorbance, HTS; Methionine sulfoxide reductase A (Bos taurus); purified bovine MsrA, absorbance read-out; activation, % at 10.6 µM; 360,000 compounds, 0.3% hits; in the data active = activation above about 7.5%;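 note: 0% = vehicle and 100% = reference activator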
# Numbers without * were called inactive; . = not tested or not shown. An unsorted share of the library; any-hit rate near 4.3%.
nr	CendR NRP1 mod	TbMetRS inhib	LMPTP block	MsrA inhibitor	MsrA act	STEP inh	Scp1 inh	E coli Lon inh	SUMO1-SIM PPI	structure	DNMT1 inh
1	11	0.1	8.8	1.1	-5	7	5	-2	-4	c1ccc(-c2cc3c(N4CCN(c5ccccc5)CC4)ncnc3s2)cc1	-4
2	-9	-0.6	1.7	-1.5	-4	-1	-5	-4	9	CC(C)=CCCC(C)CN1CCC(N2CCC(C(=O)N3CCCC3)CC2)CC1 (centres undefined)	2
3	-10	-0.6	-0.7	0.6	-2	1	-25	-2	-6	CCOC(=O)N1CCN(CC(=O)Nc2c(C(=O)OC)[nH]c3cc(C)ccc23)CC1	-7
4	7	0.4	-1.0	-0.5	-3	-3	-5	3	-1	CCOCCn1c(=O)c2c(nc3n2CC(C)CN3CCc2ccccc2)n(C)c1=O (centres undefined)	4
5	-12	-0.2	-2.6	0.9	-1	-2	-5	-15	6	Cc1c(NC(=O)Nc2ccccc2C(F)(F)F)c(=O)n(-c2ccccc2)n1C	1
6	-13	-0.4	9.2	1.9	-2	1	6	1	1	COc1ccc(-c2nc(-c3ccc4c(c3)OCO4)[nH]c2-c2ccc(OC)cc2)cc1	-9
7	-20	-0.1	-0.6	0.9	-3	-1	-8	-5	-3	O=C(Nc1ccccc1C(F)(F)F)c1cc(-c2cccc(O)c2)on1	6
8	-6	0.8	1.4	0.6	-1	0	-5	1	5	Cc1cc(C(F)F)n2ncc(C(=O)NCCc3ccc(Cl)cc3)c2n1	1
9	0	-0.4	1.3	0.5	-13	-1	5	-5	5	Cc1cc(C)c(NS(=O)(=O)c2ccc3c(c2)NC(=O)CCS3)c(C)c1	0
10	-41	0.8	2.8	3.2	-4	7	-6	-10	-21	COc1ccc(Nc2cnn(-c3nc4ccccc4s3)c(=O)c2Cl)cc1	-2
11	-1	0.2	1.7	-0.8	-1	-1	-11	-3	-2	CCc1nn(C(CC)C(=O)NCc2cccc(OC)c2OC)c(=O)c2cc3occc3n12 (centres undefined)	-2
12	7	-0.8	-0.9	0.0	-6	-2	-4	-4	3	Cc1ccccc1OCCC(=O)Nc1ccc(Cl)cc1F	-4
13	11	-0.1	-1.1	-0.8	-2	2	-9	1	6	COc1ccc(N2CCN(C(=O)c3ccc(CS(=O)(=O)c4ccc(OC)cc4)o3)CC2)cc1	-3
14	-5	-0.7	0.1	0.1	-4	0	3	-10	-3	Cc1c(C(=O)Nc2ccc3c(c2)CCC3)cccc1[N+](=O)[O-]	7
15	4	0.1	-0.2	-0.7	-2	-4	-8	0	-1	CCOc1ccc2nc(C(=O)N3CCCC(C)C3)sc2c1 (centres undefined)	4
16	16	0.0	0.9	4.1	-3	1	-6	-9	-19	COCCNC(=O)/C(C#N)=C\c1ccc(CNS(=O)(=O)c2ccc(C)cc2)o1	2
17	-37	-0.1	5.6	0.7	0	1	31	3	4	O=C(NN1C(=O)c2ccc(-c3ccc4c(c3)C(=O)N(NC(=O)c3cccnc3)C4=O)cc2C1=O)c1cccnc1	4
18	6	-0.3	-0.3	4.1	-3	2	-8	-8	-5	COc1ccc2c(CN(C)c3ccccc3)cc(=O)oc2c1	-9
19	8	1.2	-2.1	0.4	1	3	-9	5	4	CC(C)=CCN1CCN(Cc2cccn2-c2ncccn2)CC1CCO (centres undefined)	0
20	-5	-0.4	0.2	-1.1	-1	-2	-2	-3	3	O=C(O)CC(=O)Nc1ccccc1C(=O)O	0
21	1	-0.7	-2.1	0.5	-1	-2	0	2	2	COc1ccc(Nc2nc(C)cc(C)n2)cc1Cl	-6
22	3	0.0	-0.4	-1.0	-1	1	.	7	5	O=C(CC1CC2CCC1C2)N1CCN(S(=O)(=O)c2ccc(F)cc2)CC1 (centres undefined)	5
23	-6	20*	-0.3	-0.6	-5	2	-6	2	-3	O=C(CCCC1=NS(=O)(=O)c2ccccc2N1)OCc1ccc(Cl)cc1	-2
24	-12	-0.1	-0.8	1.9	-9	-2	2	-1	-25	CCN(CC)CCC(c1ccc2c(c1)OCO2)c1c(OC)cc(OC)c2c(-c3ccccc3)cc(=O)oc12 (centres undefined)	1
25	8	-0.5	-1.8	-1.5	-6	2	-3	-6	-2	CCC(C)(C(=O)NC1CCCC1)N(Cc1ccco1)C(=O)Cc1cccs1 (centres undefined)	0

# 11 entries already listed, sorted by formula weight, smallest number first.
nr	CendR NRP1 mod	TbMetRS inhib	LMPTP block	MsrA inhibitor	MsrA act	STEP inh	Scp1 inh	E coli Lon inh	SUMO1-SIM PPI	structure	DNMT1 inh
20	-5	-0.4	0.2	-1.1	-1	-2	-2	-3	3	O=C(O)CC(=O)Nc1ccccc1C(=O)O	0
21	1	-0.7	-2.1	0.5	-1	-2	0	2	2	COc1ccc(Nc2nc(C)cc(C)n2)cc1Cl	-6
15	4	0.1	-0.2	-0.7	-2	-4	-8	0	-1	CCOc1ccc2nc(C(=O)N3CCCC(C)C3)sc2c1 (centres undefined)	4
19	8	1.2	-2.1	0.4	1	3	-9	5	4	CC(C)=CCN1CCN(Cc2cccn2-c2ncccn2)CC1CCO (centres undefined)	0
9	0	-0.4	1.3	0.5	-13	-1	5	-5	5	Cc1cc(C)c(NS(=O)(=O)c2ccc3c(c2)NC(=O)CCS3)c(C)c1	0
22	3	0.0	-0.4	-1.0	-1	1	.	7	5	O=C(CC1CC2CCC1C2)N1CCN(S(=O)(=O)c2ccc(F)cc2)CC1 (centres undefined)	5
10	-41	0.8	2.8	3.2	-4	7	-6	-10	-21	COc1ccc(Nc2cnn(-c3nc4ccccc4s3)c(=O)c2Cl)cc1	-2
25	8	-0.5	-1.8	-1.5	-6	2	-3	-6	-2	CCC(C)(C(=O)NC1CCCC1)N(Cc1ccco1)C(=O)Cc1cccs1 (centres undefined)	0
5	-12	-0.2	-2.6	0.9	-1	-2	-5	-15	6	Cc1c(NC(=O)Nc2ccccc2C(F)(F)F)c(=O)n(-c2ccccc2)n1C	1
4	7	0.4	-1.0	-0.5	-3	-3	-5	3	-1	CCOCCn1c(=O)c2c(nc3n2CC(C)CN3CCc2ccccc2)n(C)c1=O (centres undefined)	4
13	11	-0.1	-1.1	-0.8	-2	2	-9	1	6	COc1ccc(N2CCN(C(=O)c3ccc(CS(=O)(=O)c4ccc(OC)cc4)o3)CC2)cc1	-3

# Next structures follow.
nr	CendR NRP1 mod	TbMetRS inhib	LMPTP block	MsrA inhibitor	MsrA act	STEP inh	Scp1 inh	E coli Lon inh	SUMO1-SIM PPI	structure	DNMT1 inh
26	-32	0.0	0.5	-0.2	-1	-1	-7	1	7	Cc1ccc(/C=C/C(=O)C2C(=O)c3ccccc3C2=O)cc1	2
27	1	-1.5	-0.9	-0.1	-6	-3	6	6	1	O=C(CCc1ccccc1)N1CCN(Cc2ccc(F)cc2Cl)CC1	-3
28	23	-0.4	-1.9	0.1	0	-1	6	1	-5	COc1ccc(CCNCc2ccc(OCc3ccc(Cl)nc3)c(OC)c2)cc1OC	0
29	-6	-0.6	-1.8	-0.7	-6	0	-6	8	-1	COc1cccc(NC(=O)CN(C)C(=O)Cn2cnc3ccccc3c2=O)c1	4
30	-3	0.1	-1.5	0.3	0	-3	0	-3	2	O=C(CC1CCCCC1)NCC1CCCO1 (centres undefined)	1
31	-3	0.4	-1.3	0.5	2	0	-8	1	4	Cc1cc(C)n2nc(S(=O)(=O)N(C)Cc3ccccc3)nc2n1	0
32	5	-0.9	-1.2	-1.2	-4	-3	1	-6	-3	CSc1ccc(S(=O)(=O)NC2CCCCC2)cc1	0
33	2	-1.0	-2.1	-0.1	-6	-1	10	2	0	COc1ccc(N2C(=O)c3ccccc3NC23C(=O)N(C)c2ccccc23)cc1 (centres undefined)	1
34	1	-0.4	1.3	-0.8	1	2	-10	-9	3	Cc1ccc(S(=O)(=O)N2CCCC2C(=O)OCc2nc3sc(C)c(C)c3c(=O)[nH]2)cc1 (centres undefined)	-2
35	-14	-1.0	1.8	-0.3	-1	-2	-2	0	-1	C/C=C/c1ccc(OCCOc2ccc(C=O)cc2OC)c(OC)c1	-2
36	0	-0.4	-0.6	-0.4	-2	3	-9	-4	-2	O=C(Cn1cnc2ccccc21)c1ccccc1	5
37	-1	-0.1	0.5	-1.3	-4	4	-5	6	-4	O=S(=O)(c1ccc(Br)cc1)c1nc(-c2ccccc2)oc1NCCN1CCOCC1	-1
38	-5	-0.6	-0.2	0.6	-3	3	-8	7	-1	COC(=O)c1c(C)oc(C)c1S(=O)(=O)NCc1ccc(Cl)cc1	1
39	3	-0.1	2.9	0.6	-2	8	83*	0	-9	O=C(O)c1c[nH]c2c([N+](=O)[O-])cccc2c1=O	20
40	14	-0.4	2.0	-0.6	-2	1	-5	-10	-1	CC(=O)c1cccc(OCc2cc(C(=O)NCCC3=CCCCC3)no2)c1	-1
41	12	0.2	-0.2	1.7	-3	4	-2	3	-9	CCN(CC)CCNC(=O)c1cc([N+](=O)[O-])c(N(C)C)cc1OC	-1
42	-46	-1.5	7.7	0.5	-6	-2	-12	-303	-8	Cc1ccc(C(=O)NN2C(=O)/C(=C/c3cccn3C)SC2=S)cc1	2
43	2	-0.1	-1.2	1.2	-2	0	4	-10	1	Cc1ccc2c(C)c(C(=O)N3CCN(Cc4ccccn4)CC3)oc2c1C	-1
44	3	-0.9	-0.6	-1.5	-11	0	3	1	-5	NC1=NC(=O)C(CC(=O)NCc2ccccc2)S1 (centres undefined)	4
45	-1	-0.2	-6.4	-0.9	-3	0	-4	-4	-1	CN1CCC(N(C)C(=O)c2cccc(S(=O)(=O)N3CCOCC3)c2)CC1	2
46	2	0.1	0.0	0.7	-5	1	-1	1	-1	C/C(=N\NC(=O)c1c[nH]c2ccccc12)c1ccc2c(c1)OCO2	-1
47	2	-2.0	-0.9	-0.6	-9	-6	-1	5	-16	Cc1ccc(S(=O)(=O)NNC(=S)NC(=O)c2ccc([N+](=O)[O-])cc2)cc1	9
48	-6	1.4	1.8	0.5	-1	-1	-1	0	-5	COc1ccc(-c2csc(Nc3ccccc3)[n+]2CC(O)c2ccc([N+](=O)[O-])cc2)cc1 (centres undefined)	-5
49	-2	-1.0	2.6	-0.4	-12	-4	2	-2	6	COc1ccc(NS(=O)(=O)c2ccc3c(c2)oc(=O)n3C)cc1Cl	10

# Compound activity as filed in PubChem.
